Gal4-VP16 FLuc = counter-screen for ROR gamma inhibitors: Gal4-VP16 reporter; Drosophila S2 Gal4-VP16 UAS-luciferase, luminescence, 20 h; Potency, µM (titrated, usually from 53.6 µM), for the others: top-dose activity, negative = inhibition, most hits filed as inhibitors; 3.5% of 310,000 active; AID 2546;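 further: Gal4-VP16 expression switched on by copper sulfate through the metallothionein promoter; potency means the concentration at half of the fitted maximal effect; on the % scale 0 is the no-effect control and ±100 the full control effect; nearly all actives have a fitted effect of over 50% in size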
NPC1 promoter act = activates the NPC1 promoter; AID 485313; Huh7 NPC1 promoter luciferase reporter, 24 h; 2.4% of 320,000 active; Potency, µM (series often up to 9.22 µM), for the others: at the highest dose activation, actives largely listed as activators;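 further: potency means the concentration at half of the fitted maximal effect; % of control where 0% means no effect; nearly all actives have a fitted effect of over 60% in size; reporter is driven by a mutant NPC1 promoter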
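Huh7 reporter cells (NPC1 promoter driving luciferase) are dosed with compound for 24 h at 37 °C, 5% CO2; luciferase detection reagent is then added and luminescence measured after 10 min at ambient temperature.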
Tb PFK block = T. brucei PFK enzyme inhibition; O15648; 0.17% of 330,000 active; T. brucei PFK, ADP-Glo luminescence; Potency, µM (titrated, usually from 57.5 µM), without a hit: top-dose activity, negative = inhibition, hits mostly inhibitors;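 further: potency means the concentration at half of the fitted maximal effect; 0% = uninhibited 1x PFK enzyme wells and -100% = no-enzyme wells; nearly all actives have a fitted effect of over 60% in size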
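ADP-Glo luminescence quantified ADP after 45 min at room temperature, with 1.25 nM T. brucei PFK, 0.1 mM ATP and 0.5 mM fructose-6-phosphate in pH 8.0 TEA buffer. qHTS titrations up to 57 µM; curves classified by quality.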
ELG1 genotox = genotoxicity induction in ELG1-luciferase HEK293T cells; AID 504466; HEK293T ELG1-luciferase reporter, luminescence, 16 h; Potency, µM (highest dose often 46 µM), for the others: at the top dose activity change, positive = activation, usual class: activators; 1.3% of 330,000 active; further: potency means the concentration at half of the fitted maximal effect; % of control where 0% means no effect; nearly all actives have a fitted effect of over 60% in size
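HEK293T cells expressing luciferase-tagged ELG1 were treated with compound or DMSO for 16 hr at 37°C. Luciferase activity was then read after 30 min with ONE-Glo at room temperature; rising signal flags genetic stress.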
Rab9 promoter act = activates the Rab9 promoter | Huh7 Rab9 promoter-luciferase reporter, luminescence, 24 h | Potency, µM (highest dose often 9.22 µM), for inactives: at the top dose activation, negative = inhibition, usual class: activators | 2.8% of 320,000 active | AID 485297; further: potency means the concentration at half of the fitted maximal effect; % of control where 0% means no effect; nearly all actives have a fitted effect of over 60% in size
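Quantitative HTS format; Huh7 Rab9-luciferase reporter cells (1500/well) receive compound 2 h post-plating, incubate 24 h at 37 °C, then get luciferase reagent for 10 min before luminescence reading.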
BRCA1 expr up = increases BRCA1 expression; MCF7-BRCA1-FFLuc reporter, luminescence, 48 h; response scale: scaled: vehicle 0%, 10 µM genistein 100%; AID 624202; 1.1% of 380,000 active; Potency, µM (top dose mostly 46.1 µM), without a hit: at the highest dose activation, usual class: activators; further: potency means the concentration at half of the fitted maximal effect; nearly all actives have a fitted effect of over 80% in size; some results filed as inactive show a strong effect at the top dose
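MCF7-BRCA1-FFLuc, 2000 cells/well; 2 h attach, 37 °C/5% CO2; compound 48 h; luciferase substrate 15 min; luminescence end-point. Norm. to genistein 10 microM max activation and DMSO; concentration-response curves fitted.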
ELG1 repair inh = inhibitors of ELG1-dependent DNA repair in HEK293T cells; Potency, µM (titrated, usually from 46.1 µM), inactives show at the top dose activity change, negative = inhibition, actives largely listed as inhibitors; HEK293T ELG1-luciferase reporter, luminescence, 16 h; DNA damage induced by 5-fluorouridine; 2.3% of 330,000 active; further: potency means the concentration at half of the fitted maximal effect; on the % scale 0 is the no-effect control and ±100 the full control effect; nearly all actives have a fitted effect of over 55% in size
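Overnight (16 hr) co-exposure of 2,000 cells/well to 5-fluorouridine and compound at 37 °C preceded detection. Luciferase was quantified via ONE-Glo luminescence; loss of signal denotes inhibition.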
p53 reactivation = re-activators of mutant p53. 0.063% of 320,000 active. AID 504706. Potency, µM (titrated, usually from 92.2 µM), inactives show top-dose activity change, positive = activation, usual class: activators. H1299 p53-A138V BP100-luciferase reporter, luminescence, 24 h; further: potency means the concentration at half of the fitted maximal effect; % of control where 0% means no effect; nearly all actives have a fitted effect of over 45% in size
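p53-null H1299 cells stably carrying temperature-sensitive p53-A138V and a BP100-luciferase reporter were pinned with compounds (4-point, 1:5 series) and held 24 hrs at 37 deg C. Luminescence was read 10 min after detection reagent.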
RORgamma inh = inhibitors of mouse ROR gamma transcriptional activity; P51450; Drosophila S2 Gal4-RORgamma UAS-luciferase reporter, 20 h; Potency, µM (top dose mostly 53.6 µM), for the others: at the highest dose activity change, negative = inhibition, usual class: inhibitors; 5.4% of 310,000 active; AID 2551; further: potency means the concentration at half of the fitted maximal effect; on the % scale 0 is the no-effect control and ±100 the full control effect; nearly all actives have a fitted effect of over 60% in size
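Luciferase reporter read in Schneider cells carrying Gal4-RORγ (mouse) and UAS-Photinus luciferase; cells given compound 1 h before 700 uM copper sulfate induction, then incubated 20 h at ambient temperature.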
FLuc modulator = inhibits or activates purified firefly luciferase, miR-21 counter-screen | P08659 | purified FLuc, Km substrates, luminescence inhibition | Potency, µM (doses to about 57.5 µM), for inactives: at the highest dose activity change, negative = inhibition, actives largely listed as inhibitors | 6.9% of 360,000 active | AID 588342;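 further: potency means the concentration at half of the fitted maximal effect; plate controls were vehicle for no effect and reference inhibitor for full effect; nearly all actives have a fitted effect of over 55% in size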
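Purified P. pyralis luciferase (10nM final) with 10uM D-luciferin and 10uM ATP (Km levels) in 50mM Tris acetate pH 7.5, 10mM Mg acetate, 0.01% Tween-20, 0.05% BSA; qHTS 6-point titration, ~60 µM downward; luminescence read.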
TRPV1 agonist = activates the human vanilloid receptor TRPV1 | 0.19% of 320,000 active | TRPV1-expressing cells, Fluo-8 calcium influx, agonist mode | AID 540275 | activation, % at 8.33 µM; in the data active means activation above about 80%; inconclusive means between about 30% and that limit; further: 0% is about no effect
Target sequence (Q8NER1 whole entry, looked up): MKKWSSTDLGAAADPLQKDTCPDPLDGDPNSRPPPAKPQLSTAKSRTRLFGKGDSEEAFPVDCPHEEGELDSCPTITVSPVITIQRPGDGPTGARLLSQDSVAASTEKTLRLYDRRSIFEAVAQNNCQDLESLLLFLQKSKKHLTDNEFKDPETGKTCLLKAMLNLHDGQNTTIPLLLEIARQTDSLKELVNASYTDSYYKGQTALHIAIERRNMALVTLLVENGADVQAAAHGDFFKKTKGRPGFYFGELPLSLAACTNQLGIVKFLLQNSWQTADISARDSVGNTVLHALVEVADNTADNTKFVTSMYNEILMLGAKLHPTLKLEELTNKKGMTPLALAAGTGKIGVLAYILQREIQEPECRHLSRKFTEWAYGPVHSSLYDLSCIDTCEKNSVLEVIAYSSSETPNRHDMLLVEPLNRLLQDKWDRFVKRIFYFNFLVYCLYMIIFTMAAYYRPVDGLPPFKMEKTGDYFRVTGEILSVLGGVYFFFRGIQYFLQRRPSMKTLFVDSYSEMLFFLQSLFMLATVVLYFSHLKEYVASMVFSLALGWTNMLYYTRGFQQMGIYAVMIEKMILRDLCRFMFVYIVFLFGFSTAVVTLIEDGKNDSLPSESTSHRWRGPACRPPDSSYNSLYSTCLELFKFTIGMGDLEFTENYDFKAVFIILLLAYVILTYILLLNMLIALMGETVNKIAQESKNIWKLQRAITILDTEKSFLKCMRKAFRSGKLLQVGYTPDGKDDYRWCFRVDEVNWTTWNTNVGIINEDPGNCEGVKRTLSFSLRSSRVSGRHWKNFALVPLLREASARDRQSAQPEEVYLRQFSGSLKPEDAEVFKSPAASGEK
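TRPV1-expressing cells were cultured overnight at 35.5C and loaded with Fluo-8 calcium dye for 40 to 90 min at room temperature. After a 10 s baseline, compound was added and calcium influx was read kinetically for 3 min (ex 480/em 520 nm).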
The depositor's hits bear a star; ? = inconclusive; · = no result given; & = joins results of further samples; [ ] = remark or other dose. Unless noted, the call rests on the fitted dose curve; in most records, active means well fitted curve in the direction sought with a large enough effect; inconclusive means small, poorly fitted or top-dose-only effect, or another doubt; inactive means no such curve, though single readings can be large; an effect the other way counts as inactive or inconclusive.

mol,Gal4-VP16 FLuc,NPC1 promoter act,Tb PFK block,ELG1 genotox,Rab9 promoter act,BRCA1 expr up,ELG1 repair inh,p53 reactivation,RORgamma inh,FLuc modulator,TRPV1 agonist
O=C(Nc1cccc(O)c1)C1CCCN1C(=O)OCc1ccccc1 (stereo not given),·,-2%,-15%,-6%,-3%,-3%,1%,-11%,21%[0.365 µM],0%,0
COc1cccc(NC(=O)N2CCN(c3nc(-c4cccc(OC)c4)cs3)CC2)c1,-9%,-12%,-7%,-19%,-6%,-41%,15µM*,6%,-1%,?,?
CNC(=S)N/N=C(\C)c1ccc2c(c1)OCO2,?,1%,1%,6%,0%,10%,?,6%,7.1µM*,0%,2
O=[N+]([O-])c1ccc(S(=O)(=O)Nc2nc3ccccc3nc2Nc2ccccc2)cc1,?,-12%,7%,-5%,-3%,10%,?,3%,8.9µM*,-9%,0
CNc1c(C(=O)O)ccc2c1C(=O)c1ccccc1C2=O,?,-4%,-5%,1%,-7%,-22%,-16%,45%,-22%,?,-11
Cc1nn(C)cc1S(=O)(=O)Nc1cccc(Cl)c1,-4%,-4%,5%,0%,1%,-14%,-4%,-1%,-5%,-2%,0
CCC(C)c1ccc(OCC(=O)Nc2ccc(CN3CCOCC3)cc2)cc1 (stereo not given),-1%,-2%,2%,-10%,-5%,-16%,8%,-2%,6%,?,13
C/C(N)=C(/C#N)C(=O)COc1ncnc2ccccc12,-6%,2%,0%,1%,8%,6%,7%,9%,5%,-1%,2
CCN(CC(=O)Nc1c(F)cccc1F)C(=O)c1ccc(Sc2nncn2C)c([N+](=O)[O-])c1,·,-2%,0%,1%,-2%,9%,13%,-5%,·,5%,0
Cc1ccc(Cn2nnc3c(=O)n(Cc4ccccc4C)cnc32)cc1,2%,-5%,-1%,0%,1%,17%,13%,3%,6%,3%,?
Cc1ccc(C(C)C)cc1OCC(=O)Nc1ccc(N2CCCCC2)cc1,·,-4%,17%,-6%,1%,-40%,-3%,7%,·,?,-2
CC(C)CNS(=O)(=O)c1ccc(S(=O)(=O)N2CCCN(Cc3ccccc3)C2)cc1,?,17%,3%,-6%,-10%,-1%,14%,5%,-3%,-3%,1
COc1ccc(CCNC(=O)c2cccnc2SC)cc1,-4%,-5%,1%,0%,0%,3%,13%,-3%,?,-2%,2
Cc1ccc(S(=O)(=O)n2ccc(=O)[nH]2)cc1,11%,-2%,7%,0%,3%,12%,-11%,-2%,5%,-2%,-3
Cc1cc(C)nc(SCC(=O)Oc2ccc3oc(=O)cc(C)c3c2)n1,-1%,2%,3%,1%,-3%,6%,22%,?,18%,?,-3
COC(=O)[C@@]1(Cc2ccc(F)cc2)[C@H]2c3cc(C(=O)N(C)C)n(Cc4nc5ccccc5[nH]4)c3C[C@H]2CN1C(=O)c1ccccc1,-20%&-1%,-3%,-9%,-12%,-9%,-44%,-12%,-6%,2%&35%,-6%,1
CC1(C)CC(=O)C(C=Nc2ccc(C(=O)c3ccccc3)cc2N=CC2=C(O)CC(C)(C)CC2=O)=C(O)C1,-9%,2%,-8%,-9%,2%,-9%,-5%,7%,16µM*,-8%,24
Nn1cc(-c2ccccc2)nc1SCC(=O)NCCN1C(=O)CSC1=O,-5%,-1%,-2%,0%,11%,28%,0%,6%,5%,-16%,1
COC(=O)[C@]1(CC(C)C)N[C@H](c2ccc(-c3ccc(C(C)=O)cc3)cc2)[C@@H]2C(=O)N(C)C(=O)[C@@H]21,·,·,0%,4%,·,0%,?,-1%,·,·,·
Cc1cc(=O)[nH]c(SCC(=O)Nc2ccc(N3CCCCC3)cc2)n1,·,·,-2%,1%,·,-19%,0%,0%,·,·,·
CCc1cccc(NS(=O)(=O)c2ccc3c(c2)NC(=O)CC(=O)N3)c1,-12%,-1%,-5%,-2%,-1%,-12%,4%,0%,19%,-1%,0
CC(=O)c1ccc(Nc2c3c(c(C#N)c4nc5ccccc5n24)CCC3)cc1,-16%,-3%,-22%,0%,-1%,·,4%,-3%,-29%,0%,2
O=C1OCCN1C(=O)[C@H]1[C@H](c2ccc(F)cc2)C(c2cccc(Cl)c2)=NN1c1ccccc1,-12%,·,0%,-2%,·,-16%,4%,6%,3%,·,·
CCOC(=O)c1sc(=S)n(-c2ccccc2OC)c1N,8%,0%,-18%,-2%,-4%,-4%,3%,-3%,14%,1%,-1
COc1cc2c(cc1OC)C(C)N(C(=O)c1cccs1)CC2 (stereo not given),-19%[10 µM],-19%,-7%,-11%,1%,-46%,?,6%,-16%,-2%,3
Cc1sc(=NC(=O)c2ccco2)n(C)c1-c1ccc(F)cc1,-13%,2.8µM*,1%,?,2µM*,?,?,19%,-4%,2.4µM*,29
CCOc1ccc(C(=O)COC(=O)c2c(-c3ccccc3)noc2C)cc1,·,-5%,-2%,3%,2%,-34%,-25%,5%,·,?,2
Cc1ccc(CNC(=O)CCn2c(=O)oc3ccccc32)cc1,-1%,0%,1%,0%,-1%,-7%,-5%,-2%,22%,4%,2
O=C(O)c1ccc(C(=O)Nc2cccc3ccccc23)c(C(=O)O)c1,2%,0%,-1%,1%,-3%,-28%,-4%,30%,0%,-8%,3
Cn1cc(Br)c(C(=O)Nc2nccs2)n1,-6%,9%,1%,2%,28%,-3%,?,?,?,-16%,-4
Cc1nc(-c2ccccc2)sc1-c1nnc(C2CC2)o1,29%,?,3%,?,?,67%,?,5%,-20%,15µM*,·
O=C(NCCCl)Nc1cccc(Br)c1,4%,0%,-3%,0%,1%,0%,-3%,-1%,-1%,1%,-2
CC(C)CC(=O)Nc1ccc(-c2cn3cccnc3n2)cc1,-2%,?,2%,?,28%,?,?,9%,-5%,15µM*,1
Cc1cc(C)c2c(n1)sc1c(=O)n(CC(=O)c3ccccc3)cnc12,4%,?,0%,?,?,?,12%,13%,-28%,11µM*,1
NNC(=O)c1csc(-c2ccc(C(F)(F)F)cc2Cl)n1,-9%,-3%,-4%,-1%,-9%,-1%,-7%,-2%,0%,-8%,?
COCCNC(=O)COc1ccc(C)cc1C(=O)c1cc(C#N)c(=O)n(C2CC2)c1,5%,-2%,-2%,-4%,19%,1%,-9%,-3%,29%,3%,2
Clc1ccc(-c2cnc3n2CCCCC3)cc1,?,-4%,-5%,-8%,-8%,-6%,?,3%,5.6µM*,-10%,30
COc1ccc(N2CCN(CC(O)COC(c3ccc(F)cc3)c3ccc(F)cc3)CC2)cc1 (stereo not given),4%,2%,-4%,-6%,0%,-35%,?,-1%,27%,2%,-3
Cc1c(NC(=S)NC(=O)c2ccc(-c3ccc(Cl)cc3)o2)cccc1C(=O)O,-17%,1%,-5%,2%,-3%,26%,12%,2%,19%,?,-3
O=[N+]([O-])c1ccc(N/N=C/c2ccccc2O)cc1,-4%,-7%,0%,?,20%,67%,?,?,?,15µM*,14
Cc1ccc([N+](=O)[O-])cc1S(=O)(=O)NCCc1cn2ccccc2n1,-1%,-1%,-3%,0%,-4%,1%,0%,3%,-1%,-1%,2
COC(=O)[C@H](C)NC(=O)NCc1ccco1,-2%,-6%,1%,0%,-10%,0%,6%,1%,-8%,-2%,1
CC(C)(C)NC(=S)NC(=O)C12CCC3CC(CC(C3)C1)C2,0%,-1%,2%,-9%,-3%,-4%,-20%,-8%,0.71µM*,1%,16
CCCCn1c(N)c(N(Cc2ccccc2OC)C(=O)C(C)Oc2ccc(F)cc2)c(=O)[nH]c1=O (stereo not given),·,-3%,-4%,9%,-4%,-3%,5%,10%,·,4%,-2
CCN(CC)C(=S)SC1CCCCN(C(=O)c2ccccc2)C1=O (stereo not given),-2%,-2%,3%,-4%,-1%,-12%,-3%,-2%,-26%,-2%,·
